APJ antag: antagonists of human apelin receptor APJ, primary screen, CHO-K1 cells, beta-arrestin complementation, luminescence. hit rate 0.32% among 330,000. AID 2521, 2010. inhibition, % at 20 µM. P35414;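 active means inhibition above about 40% at 20 µM, limit read from the data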;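 further: cells challenged with 10 nM apelin-13 agonist together with compound; plate controls were apelin-13 plus DMSO wells for no effect and DMSO wells lacking apelin-13 for full effect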
tim23-1 inh: growth inhibitors of tim23-1 mutant yeast, primary screen, luminescence, uHTS | S. cerevisiae tim23-1 growth, BacTiter-Glo luminescence, 24 h | inhibition, % at 20 µM | hit rate 1.3% among 330,000;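 active means growth inhibition of the mutant yeast at or above 50%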;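 further: temperature-sensitive mutant grown at 25 °C; plate controls were DMSO-treated mutant yeast for no effect and medium wells lacking yeast for full effect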
EBI2 block: EBI2 receptor antagonists, beta-arrestin recruitment, primary screen, cell-based, luminescence, 7a,25-OHC stimulation, uHTS; hit rate 0.81% among 360,000; 7a,25-OHC stimulated; AID 651636, 2012; inhibition, % at 5 µM; in the data active means inhibition above about 38%;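 further: enzyme fragment complementation signal reports receptor beta-arrestin coupling in cells; 0% = agonist plus DMSO wells and 100% = wells without agonist; some results beyond the cut were filed as inactive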
Target sequence (P32249 whole entry, looked up, the tested form may be a part): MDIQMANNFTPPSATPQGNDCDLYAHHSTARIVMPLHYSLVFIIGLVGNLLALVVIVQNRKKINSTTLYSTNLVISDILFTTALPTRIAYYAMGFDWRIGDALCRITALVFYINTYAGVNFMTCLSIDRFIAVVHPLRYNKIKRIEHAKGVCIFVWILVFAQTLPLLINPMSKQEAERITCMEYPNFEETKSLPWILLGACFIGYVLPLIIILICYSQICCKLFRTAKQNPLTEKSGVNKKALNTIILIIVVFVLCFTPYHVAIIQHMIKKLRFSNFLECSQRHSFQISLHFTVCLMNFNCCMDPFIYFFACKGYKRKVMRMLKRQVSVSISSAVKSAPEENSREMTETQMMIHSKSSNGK
CXCR6 block: CXCR6 receptor inhibitors, primary screen, cell-based, beta-arrestin, luminescence, CHO-K1 PathHunter, 1536-well; C-X-C chemokine receptor type 6 (Homo sapiens), O00574; inhibition, % at 20 µM; hit rate 0.36% among 360,000; AID 602244, 2012; in the data active means inhibition above about 34%, passing the limit was not always enough;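 further: antagonist mode with CXCL16 agonist at 10 nM final; 0% = 10 nM CXCL16 with DMSO and 100% = unstimulated wells without agonist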
Target sequence (O00574 whole entry, looked up): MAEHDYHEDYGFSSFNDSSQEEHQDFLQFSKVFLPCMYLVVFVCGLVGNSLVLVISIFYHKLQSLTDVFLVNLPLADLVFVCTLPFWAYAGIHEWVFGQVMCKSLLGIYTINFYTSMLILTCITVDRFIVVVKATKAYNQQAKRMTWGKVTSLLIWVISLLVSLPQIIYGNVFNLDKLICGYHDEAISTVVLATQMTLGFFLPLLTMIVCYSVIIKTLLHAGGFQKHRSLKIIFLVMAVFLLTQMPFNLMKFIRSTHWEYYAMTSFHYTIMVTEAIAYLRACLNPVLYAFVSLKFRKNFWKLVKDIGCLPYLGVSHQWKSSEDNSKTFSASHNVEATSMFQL
UPR CHOP act: activators of apoptotic CHOP UPR arm, primary screen, cell-based, CHO-CHOP luciferase reporter, luminescence, uHTS; UPR activation; percent of tunicamycin response over DMSO baseline; activation, % at 10 µM; hit rate 0.34% among 330,000;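 active means at 10 µM dose, activation of 40% or more, normalized to positive control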;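 further: 100% = tunicamycin at 10 µg/mL and 0% = DMSO alone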
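Assay system: CHO cells with stable CHOP pathway luciferase reporter; Buffer or medium: F12 plus 10% serum; Times: 16-18 h cell attachment, then 6 h compound exposure, 37 °C; Signal: luciferase luminescence; Read-out basis: percent activation relative to tunicamycin control; Control set: tunicamycin high control, DMSO low control.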
UPR XBP1 act: activators of adaptive XBP1 UPR arm, primary screen, cell-based, CHO-XBP1 luciferase reporter, luminescence, uHTS; AID 463104, 2010; hit rate 0.33% among 330,000; activation, % at 20 µM; IRE1-XBP1 UPR activation; percent of tunicamycin response, DMSO as zero;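 active means versus positive control, 20 µM dose yields 30% or more activation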;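 further: 100% = tunicamycin at 10 µg/mL and 0% = DMSO only wells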
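Material: CHO-XBP1 cells stably carrying IRE1-XBP1-driven luciferase reporter | Medium: F12 with 10% serum | Compound dosing: 20 µM single concentration, DMSO 1% | Incubation: Overnight seeding at 37 °C, 6 h compound treatment at 37 °C | Detection: Steady-Glo luminescence read | Read-out basis: % activation of reporter signal versus tunicamycin and DMSO controls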
Mdm2-MdmX inh: inhibitors of human Mdm2-MdmX association, primary screen, cell-based, luminescence, split luciferase, SaOS-2, uHTS | Protein Mdm4 (Homo sapiens) + E3 ubiquitin-protein ligase Mdm2 (Homo sapiens), … | SaOS-2 split-luciferase Mdm2/MdmX complementation | inhibition, % at 8 µM | hit rate 3% among 330,000;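 active means inhibition of at least 50% at 8 µM in the primary screen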
CCR6 antag: CCR6 receptor antagonists, primary screen, cell-based, CHO-K1, luminescence, beta-arrestin, uHTS | hit rate 0.49% among 340,000 | C-C chemokine receptor type 6 (Homo sapiens), P51684 | CHO-K1 CCR6 PathHunter beta-arrestin, CCL20-stimulated | inhibition, % at 20 µM;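 active means compounds whose inhibition of the agonist-driven luminescence signal at 20 µM reaches about 50%, limit read from the data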;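 further: cells stimulated with CCL20 at 14 nM final; plate controls were DMSO with CCL20 for no effect and DMSO without agonist for full effect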
Target sequence (P51684 whole entry, looked up): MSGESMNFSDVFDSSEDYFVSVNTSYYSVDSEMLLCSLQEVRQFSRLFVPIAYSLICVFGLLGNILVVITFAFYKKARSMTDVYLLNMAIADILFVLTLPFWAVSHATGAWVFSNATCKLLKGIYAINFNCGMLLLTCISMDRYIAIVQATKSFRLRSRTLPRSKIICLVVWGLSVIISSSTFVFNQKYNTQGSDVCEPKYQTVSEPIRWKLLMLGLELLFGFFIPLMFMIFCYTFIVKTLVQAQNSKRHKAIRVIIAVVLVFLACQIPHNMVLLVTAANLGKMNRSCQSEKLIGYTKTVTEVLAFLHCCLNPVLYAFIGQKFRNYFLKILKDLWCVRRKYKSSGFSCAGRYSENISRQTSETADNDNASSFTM
APJ agonist: agonists of human apelin receptor APJ, primary screen, CHO-K1 cells, PathHunter beta-arrestin, luminescence; P35414; 0% DMSO wells, 100% apelin; activation, % at 20 µM; hit rate 0.11% among 330,000;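 active means activation more than six SD over the plate average, tested at 20 µM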;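 further: 0% = DMSO alone and 100% = apelin-13 at 10 nM; some results filed as inactive read as strong as hits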
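assay system = CHO-K1 APJ beta-arrestin complementation cell line | input = cell density 1000 per well | dosing = compound 20 µM once, DMSO 1% | timing = compound 90 min 25 °C, reagent 1 h | measured by = luminescence from split beta-galactosidase complementation, Galacton Star/Emerald II substrate | read-out basis = APJ agonist activity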
* = called active by the depositor. These rows are one share of the data; rates above refer to the full screens.

| Compound | APJ antag | tim23-1 inh | EBI2 block | CXCR6 block | UPR CHOP act | UPR XBP1 act | Mdm2-MdmX inh | CCR6 antag | APJ agonist |
| --- | --- | --- | --- | --- | --- | --- | --- | --- | --- |
| O=C1Nc2ccccc2O/C1=C\c1ccccc1 | -4 | 28 | 4 | 2 | -0.2 | 5 | -15 | 5 | 5 |
| Cc1ccc(NCc2nnc(SCc3ccc(C#N)cc3)n2Cc2ccco2)c(C)c1 | 15 | 31 | -1 | 0 | 1.8 | 0 | 34 | 18 | 3 |
| Cn1nc2c3cc(F)ccc3n(Cc3ccc(F)cc3)cc-2c1=O | 9 | 6 | -3 | 2 | -0.2 | -4 | 10 | 12 | 0 |
| Cc1ccc(S(=O)(=O)NCc2ccc(C(=O)N3CCN(c4ccccn4)CC3)cc2)cc1 | 0 | 27 | -12 | -5 | -2.0 | 0 | -1 | -10 | -2 |
| O=C(Cc1ccccc1)Nc1nc2ccccc2[nH]1 | 2 | 26 | 4 | 0 | 4.8 | -3 | 29 | 7 | 0 |
| O=C(O)COc1ccc2c3c(c(=O)oc2c1)CCCC3 | 21 | 8 | 8 | 1 | -0.2 | -2 | -10 | -4 | -2 |
| Cc1cccc(N(C(=O)Cn2nnc(-c3ccc(F)cc3)n2)C(C(=O)NC(C)(C)C)c2ccncc2)c1 (stereo unspecified) | -10 | -8 | -10 | 7 | 1.2 | 0 | -12 | 10 | -2 |
| Cc1nnc(SCC(=O)N2CCN(S(=O)(=O)c3ccccc3)CC2)n1Cc1ccccc1 | 15 | -4 | 5 | 1 | -0.2 | 2 | -10 | -7 | -3 |
| COc1ccc(-c2nc(-c3cccs3)c(-c3cccs3)[nH]2)cc1OC | 2 | 7 | 16 | 8 | 1.3 | -3 | 7 | 1 | 2 |
| CC(=O)NC(Cc1ccc(C)cc1)C(=O)NC1CCN(S(=O)(=O)c2ccccc2)CC1 (stereo unspecified) | -7 | 1 | 11 | -6 | 1.1 | -1 | 0 | 6 | 0 |
| CN(C(=O)c1ccccc1NC(=O)C(F)(F)F)c1ccccc1 | 17 | -3 | -6 | -1 | -0.3 | -2 | 9 | -3 | -6 |
| COc1ccccc1N1CCN(C(=O)COc2ccc(S(=O)(=O)NC(C)C)cc2)CC1 | -11 | 8 | -5 | -2 | -1.8 | -1 | -7 | 2 | -1 |
| CC(=O)Oc1ccc2ccc(=O)oc2c1 | -3 | -14 | -5 | 9 | 1.8 | -1 | 20 | -13 | 0 |
| Cc1ccc(CC(CC(=O)Nc2cccc(C(F)(F)F)c2)C(=O)O)cc1 (stereo unspecified) | 15 | 5 | -10 | -7 | -2.0 | 0 | -12 | -5 | -3 |
| O=C(C[n+]1ccccc1)c1ccc(NC(=O)c2ccccc2)cc1 | -3 | -2 | 2 | 3 | 0.7 | -4 | -7 | 2 | -3 |
| CCN1c2ccccc2S(=O)(=O)c2ccccc21 | -11 | 5 | -7 | -4 | -0.1 | -4 | 0 | 0 | -2 |
| CCn1c(Cc2c(C)[nH]c3ccccc23)nnc1SCC(N)=O | -10 | -1 | -5 | -9 | -2.4 | -1 | -2 | -9 | -3 |
| O=C(NC1CCCCC1)C1CCCN(c2nnnn2-c2ccccc2)C1 (stereo unspecified) | 7 | 7 | 2 | 4 | 0.2 | 2 | -6 | 8 | -4 |
| O=C(C(=O)N1CCN(Cc2ccc3c(c2)OCO3)CC1)c1c[nH]c2ccccc12 | -17 | 20 | 5 | 0 | 0.4 | -6 | 15 | -10 | -4 |
| CC(Oc1ccc(Cl)cc1Cl)C(=O)Nc1ccc(N2CCN(C)CC2)cc1 (stereo unspecified) | 1 | 18 | -2 | -10 | -1.1 | 2 | -1 | 2 | -1 |
| COc1ccc(S(=O)(=O)Nc2ccccc2OC)cc1NC(=O)CC1CC2CCC1C2 (stereo unspecified) | -17 | 15 | -30 | -6 | 1.0 | 0 | 1 | 7 | -5 |
| Cc1noc(C)c1S(=O)(=O)N1CCC(C(=O)NC2CCCc3ccccc32)CC1 (stereo unspecified) | -15 | 4 | -4 | 0 | -1.6 | -2 | 15 | 9 | -2 |
| COCCNC(=O)CCCCCn1c(=S)[nH]c2ccccc2c1=O | -18 | 9 | -7 | 4 | 1.1 | 1 | -12 | 5 | 0 |
| CC(C(=O)NCCN1C(=O)S/C(=C\c2cccnc2)C1=O)N1C(=O)c2ccccc2C1=O (stereo unspecified) | -12 | 15 | 4 | -12 | -2.1 | -1 | -7 | 8 | -2 |
| COc1ccccc1NC(=S)N(Cc1ccco1)Cc1cc2cccc(C)c2[nH]c1=O | 3 | 10 | 13 | 3 | 5.7 | -2 | -5 | 9 | 0 |
| CCCn1c2ccccc2c2nnc(SC(CC)C(=O)Nc3cc(C)on3)nc21 (stereo unspecified) | -5 | -2 | -5 | 15 | -3.5 | 1 | 9 | 8 | -3 |
| CCSC1=C(C#N)C(c2cccc(Br)c2)CC(=O)N1 (stereo unspecified) | 3 | 48 | 4 | 4 | 1.1 | -1 | 9 | 11 | -2 |
| Cc1ccc(NC(=O)N2CCC(C(=O)NCc3ccccc3)CC2)cc1 | 0 | 2 | 41 | 1 | 1.1 | 2 | 29 | 9 | 1 |
| CCCCCCC1CC(CC(=O)Nc2ccc([N+](=O)[O-])cc2)C(=O)O1 (stereo unspecified) | 7 | 12 | 2 | -2 | 0.6 | -3 | 26 | 6 | 2 |
| Cc1ccc(C)c(S(=O)(=O)N(C(=O)c2ccncc2)c2ccc(OC(=O)c3ccncc3)cc2)c1 | -5 | 27 | -6 | -7 | 1.0 | -1 | 10 | -5 | 0 |
| Cc1cccc(C)c1NC(=O)C(c1cccc([N+](=O)[O-])c1)N(C)C(=O)c1ccccn1 (stereo unspecified) | 6 | 14 | -4 | 0 | -0.7 | 1 | -4 | 6 | -3 |
| COc1ccc(CN2CCN(Cc3ccc4cc(F)ccc4n3)CC2CCO)c(C)c1C (stereo unspecified) | 9 | 13 | -5 | -9 | 0.3 | -3 | 28 | 19 | -4 |
| Cc1cc(N2CCCC2)ccc1NC(=O)CN1C(=O)NC2(CCCCC2)C1=O | 6 | -3 | -1 | 0 | 1.2 | -1 | 17 | -3 | 3 |
| Cc1ccc(-n2nc3c(=O)n(CC(=O)NC(C)CCc4ccccc4)nc(C)c3c2C)cc1 (stereo unspecified) | -10 | -10 | -1 | 1 | 5.5 | -2 | 50* | 3 | -1 |
| O=[N+]([O-])c1ccc(N=Nc2ncc[nH]2)cc1 | 41* | 52* | 31 | 52* | 2.7 | -8 | 100* | 68* | -8 |
| CSc1nc(C)cc(SCC(=O)N/N=C/c2ccccc2)n1 | 5 | 11 | -5 | -10 | -1.6 | -2 | 25 | 3 | -1 |
| COCCn1c(C)cc(C(=O)CSc2cc(C)c3ccc(OC)cc3n2)c1C | -7 | -1 | 11 | -5 | 0.9 | -4 | 10 | 17 | -1 |
| CC(=O)c1ccc(NC(=O)NC2CC(=O)N(c3ccc4c(c3)OCCO4)C2)cc1 (stereo unspecified) | -5 | 13 | -5 | -2 | 2.2 | -2 | -2 | 2 | -3 |
| Cc1[nH]n(-c2ccccc2)c(=O)c1C1(C(F)(F)F)C(=O)N(c2ccc(F)cc2)C2=C1C(=O)CC(C)(C)C2 (stereo unspecified) | 3 | 14 | -7 | 5 | -1.9 | -1 | 24 | 5 | -2 |
| COc1cc(NC(C)CCCN)c2ncccc2c1Oc1ccccc1 (stereo unspecified) | -2 | 7 | 0 | 8 | 0.0 | 1 | 36 | 33 | 0 |
| O=C(Nc1nc2ccc(F)cc2s1)c1ccc(N2CCCC2=O)cc1 | 12 | -5 | 1 | 4 | 2.4 | 4 | -42 | 9 | -5 |
| CC(C)C(NC(=O)/C=C/c1cccc([N+](=O)[O-])c1)C(C)C | -13 | 24 | 7 | 1 | -2.0 | -3 | 1 | 14 | -2 |
| O=C(Cc1ccc(Cl)cc1)Nc1cc(S(=O)(=O)N2CCOCC2)ccc1N1CCCC1 | 19 | 26 | -4 | -2 | -2.4 | -2 | 18 | 11 | -1 |
| CCS(=O)(=O)Nc1cc2c3c(c1)CCC(=O)N3CCC2 | 1 | 7 | -4 | -8 | -2.5 | -1 | -4 | -10 | -2 |
| CCOc1ccc(OCCSc2nnnn2-c2ccccc2)cc1 | 13 | 4 | 7 | -2 | 1.2 | -1 | -8 | 8 | -8 |
| O=C1C2C3CCC(O3)C2C(=O)N1c1cccc(O)c1 (stereo unspecified) | 18 | -2 | -3 | 1 | 1.3 | -4 | 12 | 7 | 1 |
| Cc1cc(=O)oc2cc(NC(=O)c3cc([N+](=O)[O-])ccc3N3CCOCC3)ccc12 | 21 | 0 | 6 | 5 | 0.8 | -2 | 7 | 15 | -2 |
| Cc1c2ccccc2cc(Cc2ccccc2)[n+]1C | 2 | -2 | -1 | 12 | -0.7 | 0 | 13 | 17 | -4 |
| Cc1ccc(CNC(=O)C2CCCN(S(=O)(=O)c3cccnc3)C2)cc1 (stereo unspecified) | 5 | 9 | -8 | -5 | -1.0 | -1 | 5 | -3 | 1 |
| CCN(CC)S(=O)(=O)c1cc(C(=O)NCCN2CCOCC2)ccc1Cl | 5 | -10 | 0 | -1 | 0.2 | -2 | -5 | -2 | -1 |
| Cc1ccc(N2C(=O)N(CC(=O)Nc3c(C)cc(C)cc3Cl)C(=O)C2C)cc1 (stereo unspecified) | -39 | 22 | 2 | 4 | 0.9 | -1 | 19 | 23 | -4 |
| CC(C)CN(CCNC(=O)c1cn(C)c2ccc(S(=O)(=O)N3CCCC3)cc2c1=O)CC(C)C | 16 | 17 | -1 | -2 | -0.6 | -3 | 12 | 12 | -2 |
| C/C(=N/NC(=O)CNC(=O)C(c1ccccc1)c1ccccc1)c1ccco1 | 13 | -24 | 6 | 2 | -0.7 | -2 | 29 | -1 | -1 |

One compound at a time (already shown). Screens in order: APJ antag, tim23-1 inh, EBI2 block, CXCR6 block, UPR CHOP act, UPR XBP1 act, Mdm2-MdmX inh, CCR6 antag, APJ agonist
Cc1ccc(CNC(=O)C2CCCN(S(=O)(=O)c3cccnc3)C2)cc1 (stereo unspecified) across the screens: 5, 9, -8, -5, -1.0, -1, 5, -3, 1
C/C(=N/NC(=O)CNC(=O)C(c1ccccc1)c1ccccc1)c1ccco1 across the screens: 13, -24, 6, 2, -0.7, -2, 29, -1, -1

Bioassay records: PubChem, Sanford-Burnham Center for Chemical Genomics
